Assay outcomes deposited in PubChem BioAssay by Broad Institute.
T cruzi HTS: blocks T. cruzi growth inside host cells | intracellular Trypanosoma cruzi in host cells, plate reader | activity score (inhibition), % at 5.01 µM | 22,000 tested, 4.9% active | AID 651903; in the data active means activity score above about 55%;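 further: parasites and compound incubated about four days before reading; 0% = median of neutral control wells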
INS-1E rescue: preserves ATP levels in cytokine-treated INS-1E cells. INS-1E cytokine-induced death, ATP luminescence, 48 h; normalised: neutral wells 0, positive control 100. protection from cytokine-induced ATP loss, % at 10 µM. 20,000 tested, 0.1% active. AID 488910;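 active means mean replicate protection from cytokine-induced ATP loss at least 50% and at least 75% of replicates each reaching 50%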
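Assay system – rat INS-1E insulinoma cell line · Quantity – 8000 cells per well · Buffer or medium – RPMI without phenol red, 5% FBS · Schedule – 48 h co-treatment, 10 min post-lysis read · Technique – luminescent ATP assay (CellTiter-Glo)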
An asterisk follows results filed as active; · = not tested or not shown.

molecule,T cruzi HTS,INS-1E rescue
C[C@@H]1CN([C@H](C)CO)C(=O)c2cccc(NC(=O)Nc3ccc4c(c3)OCO4)c2O[C@H]1CN(C)C(=O)Nc1ccc(F)cc1,-5.1,10.8
Cc1noc(C)c1NC(=O)Nc1ccc2c(c1)C(=O)N([C@@H](C)CO)C[C@@H](C)[C@@H](CN(C)Cc1ccc3c(c1)OCO3)O2,-28.9,-6.8
C[C@@H]1CN([C@@H](C)CO)C(=O)Cc2cc(NS(=O)(=O)c3ccccc3)ccc2O[C@@H]1CN(C)Cc1ccc(Cl)c(Cl)c1,52.5,-28.3
Cc1noc(C)c1NC(=O)N(C)C[C@H]1Oc2c(NS(=O)(=O)c3ccc(Cl)cc3)cccc2C(=O)N([C@H](C)CO)C[C@H]1C,-12.2,10.3
Cc1noc(C)c1NC(=O)N(C)C[C@@H]1Oc2ccc(NS(=O)(=O)c3cn(C)cn3)cc2CC(=O)N([C@H](C)CO)C[C@H]1C,0.2,-5.9
C[C@@H]1CN([C@H](C)CO)C(=O)Cc2cc(N(C)C)ccc2O[C@H]1CN(C)Cc1ccc(C(=O)O)cc1,7.6,-4.7
C[C@H](CO)N1C[C@H](C)[C@@H](CN(C)S(=O)(=O)c2cn(C)cn2)Oc2ccc(NC(=O)C3CCCCC3)cc2C1=O,-24.2,11.3
C[C@H]1CN([C@@H](C)CO)C(=O)Cc2cc(NC(=O)NC3CCCCC3)ccc2O[C@@H]1CN(C)C(=O)Nc1cccc2ccccc12,1.3,-9.7
COc1ccc(NC(=O)N(C)C[C@H]2OCc3cnnn3CCCC(=O)N([C@H](C)CO)C[C@H]2C)cc1,-8.3,·
COc1ccc(CN(C)C[C@@H]2OCCCC[C@@H](C)Oc3ccc(NC(=O)C4CCCCC4)cc3C(=O)N([C@H](C)CO)C[C@@H]2C)cc1,33.6,2.5
COc1ccc(S(=O)(=O)N(C)C[C@@H]2Oc3ccc(NS(=O)(=O)c4ccc(F)cc4)cc3C(=O)N([C@@H](C)CO)C[C@H]2C)cc1,10.0,·
C[C@H]1CN([C@@H](C)CO)C(=O)c2cc(NC(=O)CCCCCC(=O)Nc3ccccc3N)ccc2O[C@H]1CN(C)S(=O)(=O)c1cccs1,1.5,-2.6
C[C@@H]1CN([C@H](C)CO)C(=O)c2cccc(NS(=O)(=O)c3cn(C)cn3)c2O[C@@H]1CN(C)C(=O)Nc1ccc2c(c1)OCO2,-7.3,5.7
C[C@@H]1CN([C@H](C)CO)C(=O)c2cc(N(C)C)ccc2O[C@@H]1CN(C)CC1CCCCC1,0.2,1.6
Cc1ccc(S(=O)(=O)Nc2ccc3c(c2)C(=O)N([C@H](C)CO)C[C@H](C)[C@H](CN(C)S(=O)(=O)c2ccccc2)OCCCC[C@@H](C)O3)cc1,30.4,-14.9
C[C@H](CO)N1C[C@H](C)[C@H](CN(C)Cc2ccc(C(F)(F)F)cc2)Oc2c(NS(=O)(=O)c3ccc(F)cc3)cccc2C1=O,22.3,-24.1
C[C@@H]1CN([C@H](C)CO)C(=O)c2cc(NC(=O)CCCCCC(=O)Nc3ccccc3N)ccc2O[C@H]1CN(C)Cc1ccncc1,-53.1,6.6
C[C@@H]1CCCCO[C@H](CN(C)C(=O)c2ccncc2)[C@@H](C)CN([C@H](C)CO)C(=O)c2cc(NC(=O)CCC(F)(F)F)ccc2O1,-18.6,-6.0
C[C@@H]1CN([C@H](C)CO)C(=O)c2cccc(NC(=O)NC3CCCCC3)c2O[C@@H]1CN(C)Cc1ccc(C(F)(F)F)cc1,23.2,-27.2
C[C@@H]1CCCCO[C@H](CN(C)C(=O)Nc2ccc3c(c2)OCO3)[C@@H](C)CN([C@H](C)CO)C(=O)c2cc(NC(=O)C3CCCCC3)ccc2O1,1.5,4.2
CC(C)NC(=O)Nc1ccc2c(c1)CC(=O)N([C@@H](C)CO)C[C@H](C)[C@H](CN(C)Cc1ccccc1)O2,-36.7,0.2
C[C@@H]1CN([C@H](C)CO)C(=O)c2cccc(NC(=O)Nc3ccc(F)cc3)c2O[C@H]1CN(C)S(C)(=O)=O,6.5,0.4
C[C@@H]1CN([C@@H](C)CO)C(=O)c2cccc(NS(=O)(=O)c3cccs3)c2O[C@@H]1CN(C)C(=O)Nc1ccc(F)cc1,13.7,8.6
O=C(NO)c1ccc(C(=O)N/N=C/c2ccc(I)cc2)cc1,-4.4,-2.2
C[C@@H]1CN([C@H](C)CO)C(=O)c2cccc(NC(=O)Nc3ccc(F)cc3)c2O[C@@H]1CN(C)Cc1ccc(-c2ccccc2)cc1,68.4*,-46.8
COc1ccc(NC(=O)N(C)C[C@H]2OCc3cnnn3CCCC(=O)N([C@H](C)CO)C[C@@H]2C)c(OC)c1,-1.4,4.8
C[C@H](CO)N1C[C@H](C)[C@@H](CN(C)S(=O)(=O)c2ccc(Oc3ccccc3)cc2)OCc2cn(nn2)CCCC1=O,-5.2,·
C[C@H]1CN([C@@H](C)CO)C(=O)c2cc(NC(=O)Nc3ccc(C(F)(F)F)cc3)ccc2O[C@@H]1CN(C)Cc1ccc2c(c1)OCO2,34.8,·
C[C@H](CO)N1C[C@H](C)[C@H](CN(C)Cc2ccccc2)Oc2c(NS(C)(=O)=O)cccc2C1=O,-30.7,13.5
C[C@H]1CN([C@@H](C)CO)C(=O)c2cccc(N(C)C)c2O[C@@H]1CN(C)S(=O)(=O)c1ccccc1,-23.8,-3.2
Cc1ccc(S(=O)(=O)Nc2ccc3c(c2)C(=O)N([C@H](C)CO)C[C@@H](C)[C@H](CN(C)Cc2ccc4c(c2)OCO4)O3)cc1,25.3,-13.5
C[C@H](CO)N1C[C@H](C)[C@H](CN(C)Cc2ccc(Oc3ccccc3)cc2)Oc2ccc(NC(=O)Cc3cn(C)c4ccccc34)cc2C1=O,16.5,-15.1
C[C@@H]1CN([C@H](C)CO)C(=O)Cc2cc(NC(=O)CCCCCC(=O)Nc3ccccc3N)ccc2O[C@@H]1CN(C)C(=O)NC1CCCCC1,-4.9,4.8
C[C@H](CO)N1C[C@H](C)[C@H](CN(C)Cc2ccc(C(F)(F)F)cc2)Oc2c(NC(=O)Nc3ccccc3)cccc2C1=O,-7.5,-23.1
C[C@H]1CN([C@@H](C)CO)C(=O)c2cc(NC(=O)Cc3ccccc3)ccc2O[C@H]1CN(C)CC1CCCCC1,-6.9,-5.7
C[C@@H]1CN([C@H](C)CO)C(=O)c2cccc(NC(=O)Nc3cccc4ccccc34)c2O[C@@H]1CN(C)C(=O)Nc1ccc2c(c1)OCO2,30.6,-7.7
C[C@@H]1CN([C@H](C)CO)C(=O)Cc2cc(NC(=O)NC3CCCCC3)ccc2O[C@H]1CN(C)S(C)(=O)=O,-18.9,-10.5
COc1ccc(CN(C)C[C@@H]2Oc3ccc(NC(=O)Nc4c(C)noc4C)cc3C(=O)N([C@H](C)CO)C[C@H]2C)cc1,-15.6,-1.3
C[C@@H]1CCCCO[C@@H](CN(C)Cc2ccc3c(c2)OCO3)[C@@H](C)CN([C@H](C)CO)C(=O)c2cc(NS(=O)(=O)c3cn(C)cn3)ccc2O1,-11.6,3.7
COc1ccc(NC(=O)Nc2cccc3c2O[C@@H](CN(C)CC2CCCCC2)[C@H](C)CN([C@H](C)CO)C3=O)cc1,15.9,-22.0

Brought forward from above: four compounds; new compounds follow.
Each structure is followed by: T cruzi HTS, INS-1E rescue
C[C@@H]1CN([C@H](C)CO)C(=O)Cc2cc(NC(=O)NC3CCCCC3)ccc2O[C@H]1CN(C)S(C)(=O)=O
 : -18.9, -10.5
COc1ccc(CN(C)C[C@@H]2Oc3ccc(NC(=O)Nc4c(C)noc4C)cc3C(=O)N([C@H](C)CO)C[C@H]2C)cc1
 : -15.6, -1.3
C[C@@H]1CCCCO[C@@H](CN(C)Cc2ccc3c(c2)OCO3)[C@@H](C)CN([C@H](C)CO)C(=O)c2cc(NS(=O)(=O)c3cn(C)cn3)ccc2O1
 : -11.6, 3.7
COc1ccc(NC(=O)Nc2cccc3c2O[C@@H](CN(C)CC2CCCCC2)[C@H](C)CN([C@H](C)CO)C3=O)cc1
 : 15.9, -22.0
C[C@@H]1CN([C@H](C)CO)C(=O)Cc2cc(NC(=O)Cn3cnnn3)ccc2O[C@@H]1CN(C)S(=O)(=O)c1cccs1
 : 4.9, 2.2
C[C@@H]1CN([C@H](C)CO)C(=O)c2cccc(NC(=O)CCCCCC(=O)Nc3ccccc3N)c2O[C@@H]1CN(C)Cc1ccc2c(c1)OCO2
 : 18.3, -5.1
COc1ccc(NC(=O)Nc2cccc3c2O[C@@H](CN(C)S(C)(=O)=O)[C@@H](C)CN([C@@H](C)CO)C3=O)cc1
 : 5.1, 3.4
C[C@@H]1CN([C@@H](C)CO)C(=O)c2cccc(NC(=O)c3cnccn3)c2O[C@@H]1CN(C)C(=O)Nc1ccccc1
 : -10.9, 4.6
C[C@@H]1CCCCO[C@@H](CN(C)CC2CC2)[C@@H](C)CN([C@H](C)CO)C(=O)c2cc(NC(=O)Nc3ccc(C(F)(F)F)cc3)ccc2O1
 : 52.8, -13.2
C[C@@H]1CN([C@H](C)CO)C(=O)CCCn2cc(nn2)CO[C@H]1CN(C)C(=O)c1ccc(N2CCN(C)CC2)cc1
 : -19.0, ·
COc1ccc(NC(=O)Nc2ccc3c(c2)CC(=O)N([C@@H](C)CO)C[C@@H](C)[C@@H](CN(C)CC2CC2)O3)cc1
 : -4.5, -10.4
COc1ccc(CN(C)C[C@@H]2Oc3ccc(NC(=O)Nc4cccc5ccccc45)cc3C(=O)N([C@@H](C)CO)C[C@H]2C)cc1
 : 15.7, 0.3
C[C@H](CO)N1C[C@H](C)[C@H](CN(C)S(=O)(=O)c2ccc(Cl)cc2)OCc2cnnn2CCCC1=O
 : 6.1, ·
C[C@H](CO)N1C[C@H](C)[C@@H](CN(C)C(=O)NC2CCCCC2)Oc2ccc(NC(=O)Cc3cn(C)c4ccccc34)cc2C1=O
 : -8.1, -11.5
CC(C)NC(=O)Nc1ccc2c(c1)CC(=O)N([C@H](C)CO)C[C@@H](C)[C@@H](CN(C)Cc1ccc(C(=O)Nc3ccccc3N)cc1)O2
 : 52.3, -12.2
O=C(CCCCC(=O)N/N=C/c1cc(Br)cc(Br)c1O)NO
 : 13.2, 6.9
C[C@@H]1CN([C@H](C)CO)C(=O)Cc2cc(NS(=O)(=O)c3cn(C)cn3)ccc2O[C@H]1CN(C)Cc1ccc(Cl)c(Cl)c1
 : -3.0, 0.5
C[C@@H]1CCCCO[C@H](CN(C)Cc2ccncc2)[C@@H](C)CN([C@H](C)CO)C(=O)c2cc(NC(=O)Nc3ccc(C(F)(F)F)cc3)ccc2O1
 : 38.0, -11.2
C[C@H](CO)N1C[C@H](C)[C@H](CN(C)Cc2ccc(C(=O)O)cc2)Oc2c(NC(=O)C3CC3)cccc2C1=O
 : -2.2, 9.8
C[C@@H]1CN([C@@H](C)CO)C(=O)c2cccc(NC(=O)Nc3ccc(F)cc3)c2O[C@H]1CN(C)Cc1ccc(C(=O)Nc2ccccc2N)cc1
 : 73.0*, 2.3
C[C@H]1CN([C@@H](C)CO)C(=O)c2cc(NC(=O)CCC(F)(F)F)ccc2O[C@H]1CN(C)Cc1ccccc1
 : -14.4, -4.7
COc1ccc(CN(C)C[C@@H]2Oc3ccc(NC(=O)Nc4ccc(OC)cc4)cc3C(=O)N([C@H](C)CO)C[C@H]2C)cc1
 : -18.7, -4.3
C[C@H]1CN([C@@H](C)CO)C(=O)Cc2cc(NS(=O)(=O)c3cccs3)ccc2O[C@H]1CN(C)Cc1ccccc1
 : 8.0, 5.2
C[C@H]1CN([C@@H](C)CO)C(=O)Cc2cc(NS(=O)(=O)c3ccccc3)ccc2O[C@H]1CN(C)CC1CC1
 : -17.4, -1.5
C[C@@H]1CN([C@H](C)CO)C(=O)c2cccc(NC(=O)c3cnccn3)c2O[C@@H]1CN(C)S(C)(=O)=O
 : -19.0, 3.4
Cc1ccc(S(=O)(=O)Nc2ccc3c(c2)CC(=O)N([C@H](C)CO)C[C@H](C)[C@H](CN(C)C(=O)NC2CCCCC2)O3)cc1
 : 3.7, 3.5
C[C@H]1CN([C@@H](C)CO)C(=O)Cc2cc(NS(=O)(=O)c3ccccc3)ccc2O[C@H]1CN(C)Cc1ccc(C(=O)O)cc1
 : -17.7, 5.1
C[C@@H]1CN([C@H](C)CO)C(=O)Cc2cc(NC(=O)Nc3cccc4ccccc34)ccc2O[C@H]1CN(C)Cc1ccc(C(=O)Nc2ccccc2N)cc1
 : 48.3, -19.3
CC(C)OC(=O)N(C)C[C@H]1OCc2cn(nn2)CCCC(=O)N([C@H](C)CO)C[C@H]1C
 : 1.2, ·
CNC[C@@H]1Oc2c(NC(=O)c3nc4ccccc4s3)cccc2C(=O)N([C@@H](C)CO)C[C@H]1C
 : -38.9, -4.1
O=C(N/N=C/c1ccc([N+](=O)[O-])c(O)c1)c1ccccc1O
 : -8.9, -26.1
COc1ccc(CN(C)C[C@H]2Oc3c(NS(=O)(=O)c4ccc(Cl)cc4)cccc3C(=O)N([C@H](C)CO)C[C@@H]2C)cc1
 : -7.6, 10.1
Cc1noc(C)c1S(=O)(=O)Nc1ccc2c(c1)C(=O)N([C@@H](C)CO)C[C@H](C)[C@@H](CN(C)S(=O)(=O)c1ccccc1)O2
 : -11.7, -1.6
C[C@H](CO)N1C[C@H](C)[C@H](CN(C)Cc2ccccc2)Oc2c(NC(=O)c3cnccn3)cccc2C1=O
 : 15.2, -0.7
Cc1ccc(S(=O)(=O)Nc2ccc3c(c2)C(=O)N([C@H](C)CO)C[C@H](C)[C@@H](CN(C)S(=O)(=O)c2cccs2)OCCCC[C@@H](C)O3)cc1
 : 9.6, -14.8
Cc1noc(C)c1NC(=O)N(C)C[C@H]1OCCCC[C@@H](C)Oc2ccc(NC(=O)NC(C)C)cc2C(=O)N([C@H](C)CO)C[C@@H]1C
 : -35.5, -5.7
